PhoP GFP inhibition – PhoP regulon inhibitors, Salmonella typhi PhoP promoter GFP reporter, confirmatory (AID 1850); Salmonella Typhi PhoP-promoter GFP reporter, fluorescence, 4 h; higher % means a stronger effect; inhibition, % at 50 µM; hits with a dose series show IC50 in µM; 0.33% of 310,000 active; in the data active means a potency from the dose series; inconclusive means inhibition mostly from about 25% at the one dose, without a potency; inactive means the rest, 99 in 100 with inhibition below about 19%;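 further: 0% = induced wells with vehicle and 100% = uninduced wells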
VEEV TC-83 Vero – inhibitors of VEEV TC-83 cytopathic effect, confirmation, Vero cells (AID 588727); inhibition, % at 20 µM; hits with a dose series show IC50 in µM; Vero cells, VEEV TC-83 cytopathic effect inhibition; higher % means a stronger effect; 0.13% of 350,000 active; in the data active means a potency from the dose series; inconclusive means inhibition mostly from about 14% at the one dose, without a potency; inactive means the rest, 99 in 100 with inhibition below about 12%; further: strong numbers were not always called active
H37Rv inhibition – M. tuberculosis growth inhibition, HTS (AID 449762) | M. tuberculosis H37Rv growth inhibition, 7H9 media; higher % means a stronger effect | inhibition, % at 25 µM, or IC50 in µM where a hit was titrated | 0.59% of 330,000 active; in the data active means a potency from the dose series; inconclusive means inhibition above about 70% without an active follow-up result;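 further: bacterial growth assessed after seven days of incubation; strong numbers were not always called active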
M. tuberculosis – growth inhibition of non-replicating M. tuberculosis (AID 488890). Mycobacterium tuberculosis non-replicating, growth inhibition; higher % means a stronger effect. inhibition, % at 25 µM, or IC50 in µM where a hit was titrated. 0.39% of 320,000 active; in the data active means a potency from the dose series; inconclusive means inhibition mostly from about 82% at the one dose, without a potency; inactive means the rest, 99 in 100 with inhibition below about 76%;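 further: plate controls were DMSO cells for no effect and high antibiotic wells for full effect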
influenza NS1A – H1N1 influenza NS1A inhibitors, functional cell based assay (AID 504329). NS1A functional cell-based assay, percent inhibition; higher % means a stronger effect. inhibition, % at 12.5 µM; hits with a dose series show IC50 in µM. 0.3% of 340,000 active; in the data active means a potency from the dose series; inconclusive means inhibition above about 27% without an active follow-up result; further: strong numbers were not always called active
VEEV TC-83 Vero 10K pilot screen – further read-out of VEEV TC-83 Vero, marked with its call; inhibition, %; measured here: 10K pilot screen inhibition
An asterisk follows results filed as active; i = inactive; u = inconclusive; x = not tested or not shown.

SMILES	PhoP GFP inhibition	VEEV TC-83 Vero	H37Rv inhibition	M. tuberculosis	influenza NS1A	others
CCCCc1cc(=O)oc2cc(C)cc(OCC(=O)NCCN3CCOCC3)c12	2%	3.4%	0%	-6%	1%
Cc1ccc(-c2nnn(CC(=O)N(c3ccccc3F)C(C(=O)NC3CCCC3)c3ccncc3)n2)o1 (configuration not stated)	6%	7.0%	0%	-9%	5%
Cc1ccccc1NC(=O)Nc1ccccn1	-3%	0.9%	4%	x	-3%
N#Cc1nc(COc2ccccc2Cl)oc1N1CCCC1	-7%	6.3%	4%	15%	16%
O=C1COc2ccc(C(=O)CCl)cc2N1	-7%	i	45%	67%	x
CC(=O)N1CCN(C(=O)c2oc3ccccc3c2C)CC1	-7%	1.8%	7%	-4%	-4%
Cc1cc2c(cc1S(=O)(=O)Nc1cccc(F)c1C)NC(=O)CO2	-7%	2.5%	-1%	9%	3%
CC1(C)CC(=O)c2sc(NS(=O)(=O)c3ccc(Br)cc3)nc2C1	-9%	2.6%	-2%	8%	1%
CC(=O)c1ccc(OC(=O)c2cccs2)cc1	-6%	0.2%	11%	u	5%	VEEV TC-83 Vero 10K pilot screen=0.9
O=C(Nc1ccc(Cl)cc1Cl)NC1CCCC1	4%	i	2%	5%	-3%
Cc1cc(C)c2c(n1)nn1c(N3CCN(c4ccccc4)CC3)cc(C)nc21	-2%	3.0%	10%	-4%	16%
O=C1COc2ccc(C(=O)COC(=O)c3ccccc3F)cc2N1	x	7.6%	-3%	-12%	-4%
c1ccc(-c2nc(Sc3ncnc4c3cnn4-c3ccccc3)n[nH]2)cc1	1%	x	u	74%	x
COC(=O)C1=C(CN2CCN(C)CC2)NC(=O)NC1c1cc(C)ccc1C (configuration not stated)	1%	2.2%	2%	26%	1%
CC(C)=CC(=O)OCc1cc([N+](=O)[O-])cc2c1OCOC2	-8%	0.9%	-2%	6%	4%
Cc1ccccc1OCC(=O)Nc1sc2c(c1C#N)CCC2	15%	0.7%	5%	7%	-7%
Cc1nc(NC(=O)C2CC2)sc1C(=O)Nc1ccccc1	-1%	1.9%	-7%	12%	4%
O=c1cccc2n1CC1CC2CN(c2ncnc3c2cnn3-c2ccccc2)C1 (configuration not stated)	10%	1.3%	-4%	0%	22%
CN(/N=C/c1ccco1)C1=NS(=O)(=O)c2ccccc21	6%	0.1%	-1%	-16%	-20%
COc1ccc(OCCn2c(=N)n(CCO)c3ccccc32)cc1	9%	i	2%	6%	17%
CCCn1cc(C(=O)N(C)C2CCCN(Cc3ccccc3F)C2)c(C)n1 (configuration not stated)	2%	1.6%	-8%	-1%	-2%
Cc1cc2oc(=O)cc(CNc3ccccc3F)c2cc1O	-3%	i	4%	-14%	1%
CN1C(=O)c2ccc(C(=O)Nc3ccc4c(c3)OCO4)cc2C1=O	5%	1.0%	5%	3%	-8%
Cc1[nH]n(-c2ccccc2)c(=O)c1N=Nc1ccc(C#N)cc1	-2%	1.3%	8%	-12%	8%
COc1ccccc1NC(=O)C(CCS(C)(=O)=O)N1C(=O)c2ccccc2C1=O (configuration not stated)	3%	i	-5%	-16%	4%
CCC[C@H]1CCCC/C=C\CCCC(=O)OCCN1C(=O)OC(C)(C)C	x	i	-8%	-2%	4%
CC12CCC(C/C1=N\N=C1\NC(=O)/C(=C\c3cccc(Br)c3)S1)C2(C)C (configuration not stated)	1%	0.1%	22%	u	-6%
O=C(CNc1ccc2ccccc2c1)N/N=C/c1ccc([N+](=O)[O-])o1	11%	i	u	59%	-11%
COc1ccc2c(CC(=O)OCC(=O)N3CCc4ccccc43)coc2c1	5%	1.5%	-2%	63%	-5%
COc1ccc(-c2cc(C(=O)N3CC(C)CC(C)C3)c3ccccc3n2)cc1OC (configuration not stated)	8%	8.4%	28%	4%	-7%
O=C(NNS(=O)(=O)c1ccccc1[N+](=O)[O-])c1cccnc1	11%	3.0%	11%	-4%	8%
CCOc1ccc(C(=O)NC(=S)Nc2cccc(S(=O)(=O)NC3=NCCC3)c2)cc1	5%	8.1%	6%	66%	-4%
CSc1nnc(C)c(/C=C/Nc2ccc(F)cc2F)n1	-5%	1.4%	-5%	72%	-6%
CC1(C)Oc2ccc(C(=O)NNC(=O)Nc3ccccc3)cc2NC1=O	12%	i	10%	-5%	-18%
Cc1ccc(C(=O)NC(C)C2CC3CCC2C3)c(C)c1 (configuration not stated)	1%	i	u	52%	-8%
COc1cc(C2C3=C(CC(C)(C)CC3=O)NC3=C2C(=O)c2ccccc23)ccc1O (configuration not stated)	-1%	9.4%	15%	29%	6%
C[C@H]1COC(=O)[C@H](Cc2ccc(F)cc2)C/C=C\C[C@H](CC(=O)N(CCO)Cc2ccccc2)C(=O)N1	x	0.8%	3%	33%	-2%
CCOc1ccc(NC(=O)CCC(=O)c2ccc(F)cc2)cc1	-5%	0.5%	-2%	43%	-4%
CC(Sc1nnc(NCc2ccccc2)s1)C(=O)Nc1ccc2c(c1)C(=O)c1ccccc1C2=O (configuration not stated)	-9%	9.6%	u	30%	3%
CCOc1ccccc1NC(=O)CSc1nnc(NC(=O)c2ccco2)s1	12%	i	-3%	8%	10%
COCCCNC(=O)Cn1cc(/C=C2\C(=O)NC(=O)N(c3ccccc3F)C2=O)c2ccccc21	-110%	i	5%	-15%	-12%
CCOc1ccc(CCNC(=O)C2=C(C)C(=O)OC23CCCCC3)cc1OCC	-8%	i	0%	18%	6%
COc1ccc(NC(=O)CSCc2ccccc2C)cc1	-5%	0.3%	38%	59%	0%	VEEV TC-83 Vero 10K pilot screen=0.9
CCc1ccc(N(CC(=O)NC(C)(C)C)C(=O)CCC(=O)Nc2ccccn2)cc1	-7%	6.0%	1%	12%	-3%
Cc1ccc(N=C2NC(=O)CC(C(=O)Nc3ccc4c(c3)OCO4)S2)cc1 (configuration not stated)	0%	0.8%	-7%	2%	5%
Cc1ccc(NC(=O)C2C3CCCC2C3c2ccccc2)c(C)c1 (configuration not stated)	-3%	0.6%	-3%	2%	-6%
CN(Cc1ccccc1)c1nc2nonc2nc1N1CCCC(CN2CCCC2=O)C1 (configuration not stated)	6%	4.3%	0%	4%	-23%
CCOC(=O)C1=C(CN2CCOCC2)NC(=O)NC1c1cc(C)ccc1C (configuration not stated)	0%	1.2%	-4%	-13%	6%
COc1cccc(/C=N/Nc2nc(Nc3ccc([N+](=O)[O-])cc3)nc(N3CCCC3)n2)c1O	7%	u	u	2%	x
CC[C@@]1(c2ccccc2)C(=O)N(C(=O)OC)N1C(=O)OC	-34%	i	-10%	-16%	5%
CCOc1ccccc1NC(=O)CCNC(=O)c1ccc(Cl)cc1	-2%	1.0%	-2%	57%	-6%
COc1cccc(-c2ccc3c(N)c(C(=O)NC4CC4)sc3n2)c1	-5%	9.6%	1%	3%	-15%
[O-][n+]1c2ccccc2c2n1CCN1CCOC21c1ccc(Cl)cc1 (configuration not stated)	x	3.2%	26µM*	u	6%
Cc1ccccc1NC(=O)c1sc2nc(N3CCOCC3)c3c(c2c1N)CCCC3	9%	3.0%	8%	31%	-15%
Cc1ccc(N)c(C(O)(C(F)(F)F)C(F)(F)F)c1	-10%	0.2%	-4%	-11%	3%
CCOC(=O)N1C(=O)[C@@](CC)(c2ccccc2)N1C(=O)OCC	-3%	1.0%	-7%	-15%	-1%	VEEV TC-83 Vero 10K pilot screen=0.4
Cn1c(S(=O)(=O)c2ccc([N+](=O)[O-])cc2)nc(Br)c1Br	4%	1.0%	3%	1%	8%
COc1ccccc1N1CCN(C(=O)C2c3ccccc3Oc3ccccc32)CC1	9%	4.5%	8%	16%	6%
Cc1nc2ccccc2c2c1C(=O)N(C)C2=O	-14%	0.1%	-4%	4%	-1%
CCN(CC)CCCNC(=O)c1[nH]c2ccccc2c1Sc1ccc(Cl)cc1	1%	0.0%	11%	45%	11%

Additional entries
SMILES	PhoP GFP inhibition	VEEV TC-83 Vero	H37Rv inhibition	M. tuberculosis	influenza NS1A	others
CC(Cc1n[nH]c(=S)o1)c1ccccc1 (configuration not stated)	-4%	2.3%	-2%	8%	-14%
Cc1noc(C)c1C(=O)N1CCN(S(=O)(=O)c2cccc(Cl)c2Cl)CC1	6%	0.3%	-1%	-7%	0%
COc1cc(CNC2CCCC2)cc(Cl)c1OCc1ccccc1Cl	71µM*	i	u	9.6µM*	11%
O=S1(=O)N=C2CCCCCN2C(c2ccc(F)cc2)N1 (configuration not stated)	-13%	0.8%	2%	-5%	-13%
CCC(C)NC(=O)Cn1cnc2sc(C)c(S(=O)(=O)N3CCN(c4ccccc4OC)CC3)c2c1=O (configuration not stated)	7%	0.5%	0%	-10%	0%
CCOC(=O)c1nc(-c2ccc(OC)c(OC)c2)cnc1C#N	-5%	0.2%	-1%	-35%	-9%	VEEV TC-83 Vero 10K pilot screen=1.0
CCN(CCn1cccn1)C(=O)c1cc(COc2c(F)cccc2F)on1	-3%	0.7%	0%	13%	-4%
Cc1cc(Cl)ccc1OC(C)C(=O)Nc1ccc(C(=O)Nc2ccccc2C(=O)O)cc1 (configuration not stated)	10%	6.0%	26%	66%	16%
CC1Cc2ccccc2N1CC(=O)Nc1ccc2c(c1)OCO2 (configuration not stated)	-11%	i	-5%	34%	4%
O=C(c1ccc(Cl)cc1)c1c[nH]c(C(=O)C(Cl)(Cl)Cl)c1	0%	10%	69%	50%	-6%
CC1(c2ccc(OC(F)F)cc2)NC(=O)N(CC(=O)c2ccc3c(c2)OCO3)C1=O (configuration not stated)	6%	9.1%	24µM*	58%	-13%
O=C(O)C1C2c3ccccc3C(=O)C1(C(=O)O)c1ccccc12 (configuration not stated)	x	i	x	x	-22%
N#C/C(=C\c1ccc(OCc2ccccc2)cc1)C(N)=O	-2%	1.0%	30%	22%	4%
CCOC(=O)CCCNC(=O)CCCNC(=O)C(c1ccccc1)c1ccccc1	7%	3.6%	0%	2%	6%
Cc1ccc(-n2c([O-])nc(-[n+]3ccccc3)c2C=O)cc1	-7%	1.5%	-9%	-16%	4%

Structures shown so far with a tert-butyl group (two):
SMILES	PhoP GFP inhibition	VEEV TC-83 Vero	H37Rv inhibition	M. tuberculosis	influenza NS1A	others
CCC[C@H]1CCCC/C=C\CCCC(=O)OCCN1C(=O)OC(C)(C)C	x	i	-8%	-2%	4%
CCc1ccc(N(CC(=O)NC(C)(C)C)C(=O)CCC(=O)Nc2ccccn2)cc1	-7%	6.0%	1%	12%	-3%

Going on with the list.
SMILES	PhoP GFP inhibition	VEEV TC-83 Vero	H37Rv inhibition	M. tuberculosis	influenza NS1A	others
O=C(NCCCN1CCOCC1)C(C(=O)NCCCN1CCOCC1)c1ncc(C(F)(F)F)cc1Cl	-9%	i	-6%	-5%	3%
N#Cc1cccc(NC(=O)COC(=O)CCc2nc3ccccc3c(=O)[nH]2)c1	6%	0.3%	-6%	-4%	12%
c1ccc(Nc2cccc3c(Nc4ccccc4)cccc23)cc1	5%	i	0%	42%	16%
N#C/C(=C\c1cccnc1)c1nc2c(s1)CCCC2	-4%	1.3%	9%	70%	-2%
Cc1ncc([N+](=O)[O-])n1CC(=O)NCc1ccccc1	-3%	i	0%	-3%	-4%
O=C(OCCCN=C1NS(=O)(=O)c2ccccc21)c1ccc(F)cc1	-16%	0.3%	-6%	-1%	3%
Cc1ccc(S(=O)(=O)N2CCN(CC(O)COc3ccccc3)CC2)cc1 (configuration not stated)	12%	i	3%	-10%	7%
COCCN(C(=O)COC(=O)CCC1CCCC1)c1c(N)n(Cc2ccccc2)c(=O)[nH]c1=O	-8%	1.8%	-2%	5%	3%

Among those listed so far, these have an NH in an aromatic ring.
SMILES	PhoP GFP inhibition	VEEV TC-83 Vero	H37Rv inhibition	M. tuberculosis	influenza NS1A	others
c1ccc(-c2nc(Sc3ncnc4c3cnn4-c3ccccc3)n[nH]2)cc1	1%	x	u	74%	x
Cc1[nH]n(-c2ccccc2)c(=O)c1N=Nc1ccc(C#N)cc1	-2%	1.3%	8%	-12%	8%
CCN(CC)CCCNC(=O)c1[nH]c2ccccc2c1Sc1ccc(Cl)cc1	1%	0.0%	11%	45%	11%
CC(Cc1n[nH]c(=S)o1)c1ccccc1 (configuration not stated)	-4%	2.3%	-2%	8%	-14%
O=C(c1ccc(Cl)cc1)c1c[nH]c(C(=O)C(Cl)(Cl)Cl)c1	0%	10%	69%	50%	-6%
N#Cc1cccc(NC(=O)COC(=O)CCc2nc3ccccc3c(=O)[nH]2)c1	6%	0.3%	-6%	-4%	12%
COCCN(C(=O)COC(=O)CCC1CCCC1)c1c(N)n(Cc2ccccc2)c(=O)[nH]c1=O	-8%	1.8%	-2%	5%	3%
